Screening data: PubChem, several laboratories
Wnt act: Wnt/beta-catenin pathway activators, primary screen, cell-based, plate reader, single point; hit rate 1.2% among 300,000; Wnt/beta-catenin reporter cell assay, activator; activation, % at 9.35 µM; in the data active = activation above about 30%, passing the limit was not always enough; inconclusive = no clear call, values can overlap the other calls;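 note: 0% = neutral control wells and 100% = positive control wells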
cardiac RTF act: cardiac RTF calcium sensitivity activators, primary screen, biochemical, IANBD-TnC fluorescence, EC20 calcium; IANBD-labeled TnC RTF fluorescence at EC20 calcium; 0% EC20 calcium, 100% full calcium; Troponin I, cardiac muscle (Homo sapiens) + Troponin T, cardiac muscle (Homo sapiens) + …; AID 493008, 2010; hit rate 0.24% among 340,000; activation, % at 7.2 µM;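 active = activation above the mean over all tested compounds plus 3 SD, cut at about 30% in these data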;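 note: rise in fluorescence read as greater calcium sensitivity of cardiac thin filaments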
MITF TRPM1 HTS: activators of MITF-driven TRPM1 promoter reporter, primary screen, cell-based, SK-MEL-5, luciferase, single point. SK-MEL-5 TRPM1-promoter luciferase, 24 h; % of positive control, neutral wells = 0. activation, % at 12.5 µM. hit rate 0.75% among 300,000. AID 588334, 2011;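 active = mean activation of at least 80% with every replicate also reaching 80%; inconclusive = mean reaches 80% but some replicate falls short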;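 note: 0% = neutral control wells and 100% = parthenolide positive control wells; values of inactives mirror those of a sister screen read the other way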
dFosB activator: activators of delta FosB homodimer, primary screen, biochemical, fluorescence polarization, TAMRA-CDK5 oligo, single point; purified delta FosB; percent of positive-control signal above neutral wells; activation, % at 25 µM; hit rate 0.99% among 340,000; AID 493131, 2011;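 active = mean activation above about 17%, with every replicate also reaching it, limit read from the data, passing the limit was not always enough; inconclusive = only one of the two conditions met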;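 note: fluorescence polarization rise as delta FosB binds a TAMRA Cdk5 AP-1 oligo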
SR-BI uptake up: activators of SR-BI mediated DiI-HDL uptake, primary screen, ldlA[mSR-BI] CHO cells, DiI fluorescence; 3 h; 100 = double the neutral-control signal; activation, % at 12.5 µM; hit rate 0.096% among 320,000;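 active = mean replicate activation of at least 60% and every replicate at or above 60%; inconclusive = mean or all-replicate condition met, but not both; inactive = mean below 60% and not all replicates reaching 60%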;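 note: 0% = median plate neutral-control signal and 100% = twice that signal; values of inactives mirror those of a sister screen read the other way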
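System: CHO ldlA[mSR-BI] cells / Medium: HEPES-buffered (25 mM, pH 7.4) F12 plus 0.5% BSA / Probe or stimulus: labelled HDL, 10 µg/mL / Doses: single compound concentration, delivered by pin transfer / Schedule: 3 h, 37 °C / Measured by: DiI fluorescence, bottom read / Measure: cell-associated DiI fluorescence as measure of HDL uptake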
CDK5 p35 inh: inhibitors of human CDK5/p35 kinase, primary screen, biochemical, single concentration; Cyclin-dependent kinase 5 (Homo sapiens) + Cyclin-dependent kinase 5 activator 1 (Homo …; Recombinant CDK5/p35, ADP-Glo luminescence, 60 min; inhibition, % at 10 µM; hit rate 0.01% among 330,000; AID 488839, 2010;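 active = highest replicate inhibition of at least 50% and at least 75% of replicates reaching 50%; inconclusive = only one of the two criteria met; inactive = both criteria failed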;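 note: plate controls were DMSO neutral control for no effect and GW8510 at 10 µM for full effect; many of its hits are not listed in these tables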
Target sequence (Q00535 whole entry, looked up): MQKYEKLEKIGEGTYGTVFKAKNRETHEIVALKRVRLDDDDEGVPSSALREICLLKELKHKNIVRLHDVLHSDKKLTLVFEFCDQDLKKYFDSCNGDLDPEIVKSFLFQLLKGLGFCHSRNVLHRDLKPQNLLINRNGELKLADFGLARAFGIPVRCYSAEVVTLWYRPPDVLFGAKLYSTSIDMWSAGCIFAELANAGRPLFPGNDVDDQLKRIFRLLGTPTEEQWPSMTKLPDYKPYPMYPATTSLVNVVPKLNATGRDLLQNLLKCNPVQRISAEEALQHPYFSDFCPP
Target sequence (Q15078 whole entry, looked up): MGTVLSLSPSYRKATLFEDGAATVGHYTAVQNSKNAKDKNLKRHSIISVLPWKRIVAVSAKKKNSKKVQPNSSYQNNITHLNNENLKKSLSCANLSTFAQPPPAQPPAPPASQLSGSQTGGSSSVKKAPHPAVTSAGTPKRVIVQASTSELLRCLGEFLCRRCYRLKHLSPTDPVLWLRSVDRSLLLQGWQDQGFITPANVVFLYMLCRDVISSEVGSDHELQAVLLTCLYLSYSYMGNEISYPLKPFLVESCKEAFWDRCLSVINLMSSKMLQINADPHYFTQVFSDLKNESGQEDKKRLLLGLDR
SR-BI HDL uptake: inhibitors of SR-BI mediated HDL lipid uptake, primary screen, ldlA[mSR-BI] cells, fluorescence, single point | hit rate 0.96% among 320,000 | inhibition, % at 12.5 µM | ldlA[mSR-BI] CHO cells, DiI-HDL uptake fluorescence, 3 h | Scavenger receptor class B member 1 (Mus musculus), Q61009;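 active = mean replicate inhibition of at least 70% and a set share of replicates each scoring 70 or more; inconclusive = meets just one of the two criteria; inactive = fails both criteria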;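 note: 0% = median of neutral control wells and 100% = median of positive control wells; values of inactives mirror those of a sister screen read the other way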
PvdQ acylase: P. aeruginosa PvdQ acylase inhibitors, primary screen, biochemical, fluorescence, plate reader and imaging, single point; PvdQ acylase [Pseudomonas aeruginosa LESB58]; purified PvdQ acylase; inhibition, % at 10 µM; hit rate 0.063% among 340,000; in the data active = inhibition above about 30%, passing the limit was not always enough; inconclusive = no clear call, values can overlap the other calls;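 note: 0% = vehicle neutral wells and 100% = reference inhibitor wells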
HTR5A ag ctr: HTR5A agonists in luminescence cell assay, primary screen, counter-screen for OPRM1-OPRD1 heterodimer agonist project, full-deck HTS. activation, % at 9.3 µM. cell-based. hit rate 0.61% among 340,000. 5-hydroxytryptamine receptor 5A (Homo sapiens), P47898; in the data active = activation mostly above about 9.5%, no sharp cut-off; inactive = mostly below about 7.6%;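 note: 0% = cells with vehicle only and 100% = reference agonist; strong numbers were not always called active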
Rtt109 HAT inh: inhibitors of C. albicans Rtt109/Vps75 HAT, primary screen, biochemical, ThioGlo CoA-SH fluorescence, plate reader; Histone acetyltransferase RTT109 (Candida albicans (strain SC5314 / ATCC MYA-2876)), …; purified Rtt109/Vps75, 4 h; inhibition, % at 34.9 µM; hit rate 0.16% among 330,000; AID 540336, 2011;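 active = inhibition of at least 50% in every replicate; inconclusive = best replicate reaches 50% inhibition but some replicates fall short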
Target sequence (Q5AAJ8 whole entry, looked up): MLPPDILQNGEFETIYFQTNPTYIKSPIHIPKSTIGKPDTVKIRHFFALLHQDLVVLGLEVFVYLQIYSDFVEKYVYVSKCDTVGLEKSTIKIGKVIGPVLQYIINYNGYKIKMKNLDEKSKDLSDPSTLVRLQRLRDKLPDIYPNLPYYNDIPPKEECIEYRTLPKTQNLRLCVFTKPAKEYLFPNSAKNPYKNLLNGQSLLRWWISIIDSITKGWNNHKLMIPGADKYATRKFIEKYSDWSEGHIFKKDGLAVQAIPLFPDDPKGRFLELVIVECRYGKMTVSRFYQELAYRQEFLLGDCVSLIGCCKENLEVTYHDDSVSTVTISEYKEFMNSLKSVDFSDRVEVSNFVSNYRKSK
* marks the source's active call; other numbers are inactive results.

Start of the listing, in advance (2 entries):
How did CN1c2ccccc2C(=O)C(=C2SCCCS2)S1(=O)=O do in these assays?
Wnt act: 1; cardiac RTF act: 4; MITF TRPM1 HTS: -5; dFosB activator: -1; SR-BI uptake up: 0; CDK5 p35 inh: 0.6; SR-BI HDL uptake: 0; PvdQ acylase: -12; HTR5A ag ctr: 4; Rtt109 HAT inh: -12

How did OCCC1CN(CC2CCCCC2)CCN1CC1CCCCC1 (configuration not stated) do in these assays?
Wnt act: 0; cardiac RTF act: -4; MITF TRPM1 HTS: -3; dFosB activator: 1; SR-BI uptake up: 15; CDK5 p35 inh: 1.6; SR-BI HDL uptake: -15; PvdQ acylase: -5; HTR5A ag ctr: 2; Rtt109 HAT inh: -4

The listing, from the start:
How did CN1c2ccccc2C(=O)C(=C2SCCCS2)S1(=O)=O do in these assays?
Wnt act: 1; cardiac RTF act: 4; MITF TRPM1 HTS: -5; dFosB activator: -1; SR-BI uptake up: 0; CDK5 p35 inh: 0.6; SR-BI HDL uptake: 0; PvdQ acylase: -12; HTR5A ag ctr: 4; Rtt109 HAT inh: -12

How did OCCC1CN(CC2CCCCC2)CCN1CC1CCCCC1 (configuration not stated) do in these assays?
Wnt act: 0; cardiac RTF act: -4; MITF TRPM1 HTS: -3; dFosB activator: 1; SR-BI uptake up: 15; CDK5 p35 inh: 1.6; SR-BI HDL uptake: -15; PvdQ acylase: -5; HTR5A ag ctr: 2; Rtt109 HAT inh: -4

How did COc1cc(Cl)c(C)cc1NC(=O)COC(=O)c1cnc(C)cn1 do in these assays?
cardiac RTF act: 6; MITF TRPM1 HTS: 9; dFosB activator: 1; SR-BI uptake up: 7; CDK5 p35 inh: 0.7; SR-BI HDL uptake: -7; PvdQ acylase: -10; HTR5A ag ctr: 2; Rtt109 HAT inh: 10

How did CC(C)COC(=O)N(C)c1ccc(C(O)(C(F)(F)F)C(F)(F)F)cc1 do in these assays?
Wnt act: 0; cardiac RTF act: 3; MITF TRPM1 HTS: 26; dFosB activator: -21; SR-BI uptake up: -17; CDK5 p35 inh: -0.2; SR-BI HDL uptake: 17; PvdQ acylase: -4; HTR5A ag ctr: 1; Rtt109 HAT inh: 7

Results for Cc1ccccc1CC(=O)N1CCCc2ccccc21 ?
Wnt act: 0; cardiac RTF act: 2; MITF TRPM1 HTS: -7; dFosB activator: -13; SR-BI uptake up: 16; CDK5 p35 inh: 0.1; SR-BI HDL uptake: -16; PvdQ acylase: -10; HTR5A ag ctr: 0; Rtt109 HAT inh: -13

How did CC1CCCCN1C(=O)C1CCN(c2nc(-c3ccccc3)nc3c2CCC3)CC1 (configuration not stated) do in these assays?
Wnt act: -1; cardiac RTF act: -8; MITF TRPM1 HTS: 3; dFosB activator: -14; SR-BI uptake up: -6; SR-BI HDL uptake: 6; PvdQ acylase: 10; HTR5A ag ctr: 0; Rtt109 HAT inh: 5

Results for O=C(Cn1c(C(=O)N2CCN(C3CCCCC3)CC2)cc2sccc21)c1ccccc1 ?
Wnt act: -1; cardiac RTF act: 1; MITF TRPM1 HTS: 4; dFosB activator: -3; SR-BI uptake up: 10; CDK5 p35 inh: -0.2; SR-BI HDL uptake: -10; PvdQ acylase: -14; HTR5A ag ctr: -2; Rtt109 HAT inh: -12

Results for O=C1CCCc2nc(NCc3ccco3)ncc21 ?
Wnt act: 1; cardiac RTF act: -5; MITF TRPM1 HTS: -2; dFosB activator: 4; SR-BI uptake up: -20; CDK5 p35 inh: 0.0; SR-BI HDL uptake: 20; PvdQ acylase: 4; HTR5A ag ctr: 0; Rtt109 HAT inh: 6

Results for COc1ccc(CN(C)CC(=O)Nc2ccccc2-c2ccccc2)c(OC)c1 ?
Wnt act: -2; cardiac RTF act: -4; MITF TRPM1 HTS: 2; dFosB activator: -7; SR-BI uptake up: -8; CDK5 p35 inh: -0.9; SR-BI HDL uptake: 8; PvdQ acylase: -2; HTR5A ag ctr: -1; Rtt109 HAT inh: -5

What do the screens show for `c1ccc2c(c1)N1CCN=C1N2CCN1CCCCC1`?
Wnt act: -1; cardiac RTF act: 3; dFosB activator: -1; SR-BI uptake up: 10; CDK5 p35 inh: -1.3; SR-BI HDL uptake: -10; PvdQ acylase: -6; HTR5A ag ctr: 5; Rtt109 HAT inh: 3

Results for COc1cc2ccccc2cc1C(=O)NC(=S)Nc1nnn(C)n1 ?
Wnt act: -2; cardiac RTF act: 13; MITF TRPM1 HTS: 8; dFosB activator: -11; SR-BI uptake up: -22; CDK5 p35 inh: 2.0; SR-BI HDL uptake: 22; PvdQ acylase: -11; HTR5A ag ctr: 5; Rtt109 HAT inh: -4

What do the screens show for `CCOC(=O)CCCC(=O)N1CCOCCOCCOCC1`?
Wnt act: 29; cardiac RTF act: 2; dFosB activator: -4; SR-BI uptake up: 2; CDK5 p35 inh: 0.1; SR-BI HDL uptake: -2; PvdQ acylase: -4; HTR5A ag ctr: 2; Rtt109 HAT inh: -3

Results for COc1ccc(N2C(=O)C(Cc3ccccc3)NC2=S)cc1 (configuration not stated) ?
Wnt act: -2; cardiac RTF act: 6; MITF TRPM1 HTS: 0; dFosB activator: -13; SR-BI uptake up: -2; CDK5 p35 inh: 1.2; SR-BI HDL uptake: 2; PvdQ acylase: -9; HTR5A ag ctr: -7; Rtt109 HAT inh: 5

What do the screens show for `Cc1cc(C)c(NC(=O)C2CC3CCC2C3)c(C)c1` (configuration not stated)?
cardiac RTF act: 2; MITF TRPM1 HTS: 5; dFosB activator: 9; SR-BI uptake up: 7; CDK5 p35 inh: 0.6; SR-BI HDL uptake: -7; PvdQ acylase: -5; HTR5A ag ctr: 2; Rtt109 HAT inh: -9

What do the screens show for `COc1ccc(OC)c2c(C)cc(N3CCN(C(=O)c4ccc(C)cc4)CC3)nc12`?
Wnt act: 0; cardiac RTF act: 4; MITF TRPM1 HTS: -10; dFosB activator: -4; SR-BI uptake up: 6; CDK5 p35 inh: -1.0; SR-BI HDL uptake: -6; PvdQ acylase: -7; HTR5A ag ctr: 7; Rtt109 HAT inh: 7

How did N#Cc1ccc(/C=N/NC(=O)c2ccccc2F)cc1 do in these assays?
Wnt act: 0; cardiac RTF act: 6; MITF TRPM1 HTS: 10; dFosB activator: -4; SR-BI uptake up: 5; CDK5 p35 inh: -1.9; SR-BI HDL uptake: -5; PvdQ acylase: -10; HTR5A ag ctr: 5; Rtt109 HAT inh: -6

How did C=CCN(C(=O)c1ccc2c(c1)nnn2C)c1ccccc1 do in these assays?
Wnt act: 0; cardiac RTF act: 3; MITF TRPM1 HTS: 3; dFosB activator: -2; SR-BI uptake up: -12; CDK5 p35 inh: 0.2; SR-BI HDL uptake: 12; PvdQ acylase: -9; HTR5A ag ctr: -4; Rtt109 HAT inh: 0

What do the screens show for `CC1CCCCN1C(=O)CSc1nnc(-c2cccs2)o1` (configuration not stated)?
Wnt act: 22; cardiac RTF act: -5; MITF TRPM1 HTS: inconclusive; dFosB activator: -5; CDK5 p35 inh: -0.4; PvdQ acylase: 2; HTR5A ag ctr: 9; Rtt109 HAT inh: 2

What do the screens show for `COc1ccc(C2C(C#N)=C(N)Oc3n[nH]c(C)c32)cc1CN1CCN(c2ccc(F)cc2)CC1` (configuration not stated)?
cardiac RTF act: -4; MITF TRPM1 HTS: -1; dFosB activator: -9; SR-BI uptake up: -8; CDK5 p35 inh: 1.7; SR-BI HDL uptake: 8; PvdQ acylase: -3; HTR5A ag ctr: 0; Rtt109 HAT inh: 18

How did COc1cc(OC)c2c(=O)cc(-c3cccnc3)oc2c1 do in these assays?
Wnt act: 0; cardiac RTF act: -7; MITF TRPM1 HTS: 13; dFosB activator: -32; SR-BI uptake up: -5; CDK5 p35 inh: 0.1; SR-BI HDL uptake: 5; PvdQ acylase: 5; HTR5A ag ctr: -2; Rtt109 HAT inh: 6

Results for CCN(CC)c1ccc(C2CC(=O)Nc3cc(OC)c(OC)cc32)cc1 (configuration not stated) ?
Wnt act: 0; cardiac RTF act: 1; MITF TRPM1 HTS: -14; dFosB activator: -5; SR-BI uptake up: 4; CDK5 p35 inh: -3.4; SR-BI HDL uptake: -4; PvdQ acylase: -14; HTR5A ag ctr: 9; Rtt109 HAT inh: 23

Results for CCOc1ccccc1-c1nc(-c2cc3ccc(C)cc3[nH]c2=O)no1 ?
Wnt act: 3; cardiac RTF act: 0; MITF TRPM1 HTS: -5; dFosB activator: -4; SR-BI uptake up: -43; CDK5 p35 inh: 0.4; SR-BI HDL uptake: 43; PvdQ acylase: 1; HTR5A ag ctr: -3; Rtt109 HAT inh: -1

How did Cc1cccc(NC(=O)c2ccccc2Br)n1 do in these assays?
Wnt act: 2; cardiac RTF act: -2; MITF TRPM1 HTS: 5; dFosB activator: 1; SR-BI uptake up: 11; CDK5 p35 inh: -0.1; SR-BI HDL uptake: -11; PvdQ acylase: -7; HTR5A ag ctr: -7; Rtt109 HAT inh: 7

What do the screens show for `COc1cccc(CNC(=O)C2CCN(S(=O)(=O)c3ccc4c(c3)OCCO4)CC2)c1`?
Wnt act: 1; cardiac RTF act: -8; MITF TRPM1 HTS: -5; dFosB activator: -12; SR-BI uptake up: 22; CDK5 p35 inh: -0.7; SR-BI HDL uptake: -22; PvdQ acylase: -13; HTR5A ag ctr: -1; Rtt109 HAT inh: -2

Results for COC(=O)c1ccc(CN2CCC(n3nccc3NC(=O)C3CC3)CC2)cc1 ?
Wnt act: 4; cardiac RTF act: 2; MITF TRPM1 HTS: -3; dFosB activator: 6; SR-BI uptake up: -18; CDK5 p35 inh: -3.3; SR-BI HDL uptake: 18; PvdQ acylase: -16; HTR5A ag ctr: -3; Rtt109 HAT inh: 10

How did Cc1ccc(C(=O)N2CCCC(c3ccccc3)=N2)cc1 do in these assays?
Wnt act: 0; cardiac RTF act: 0; MITF TRPM1 HTS: -1; dFosB activator: -4; SR-BI uptake up: 13; CDK5 p35 inh: 0.0; SR-BI HDL uptake: -13; PvdQ acylase: 4; HTR5A ag ctr: 2; Rtt109 HAT inh: 13
